MITF primary – human MITF inhibition, primary screen | inhibition, % at 2.6 µM | AlphaScreen MITF homodimerization, bead proximity signal | 0.91% of 650,000 active; in the data active = inhibition above about 50%;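 also: 0% = vehicle wells with protein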
GPR151 ag – human GPR151 activation; PathHunter beta-arrestin GPR151 cells, luminescence; activation, % at 11.2 µM; 1% of 650,000 active; AID 1508602; in the data active = activation above about 4.9%;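 also: 0% = median of compound wells and 100% = cells with positive control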
FBW7 activator – human FBW7 E3 ligase activation, primary screen; Q969H0; AlphaScreen FBW7–phospho-cyclin E peptide binding, activator screen; normalized activity (activation), % at 26.1 µM; 0.13% of 650,000 active; AID 1259310; in the data active = normalized activity above about 1.9%;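 also: purified mutant Fbw7 with reduced substrate affinity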
Target sequence (Q969H0 whole entry, looked up): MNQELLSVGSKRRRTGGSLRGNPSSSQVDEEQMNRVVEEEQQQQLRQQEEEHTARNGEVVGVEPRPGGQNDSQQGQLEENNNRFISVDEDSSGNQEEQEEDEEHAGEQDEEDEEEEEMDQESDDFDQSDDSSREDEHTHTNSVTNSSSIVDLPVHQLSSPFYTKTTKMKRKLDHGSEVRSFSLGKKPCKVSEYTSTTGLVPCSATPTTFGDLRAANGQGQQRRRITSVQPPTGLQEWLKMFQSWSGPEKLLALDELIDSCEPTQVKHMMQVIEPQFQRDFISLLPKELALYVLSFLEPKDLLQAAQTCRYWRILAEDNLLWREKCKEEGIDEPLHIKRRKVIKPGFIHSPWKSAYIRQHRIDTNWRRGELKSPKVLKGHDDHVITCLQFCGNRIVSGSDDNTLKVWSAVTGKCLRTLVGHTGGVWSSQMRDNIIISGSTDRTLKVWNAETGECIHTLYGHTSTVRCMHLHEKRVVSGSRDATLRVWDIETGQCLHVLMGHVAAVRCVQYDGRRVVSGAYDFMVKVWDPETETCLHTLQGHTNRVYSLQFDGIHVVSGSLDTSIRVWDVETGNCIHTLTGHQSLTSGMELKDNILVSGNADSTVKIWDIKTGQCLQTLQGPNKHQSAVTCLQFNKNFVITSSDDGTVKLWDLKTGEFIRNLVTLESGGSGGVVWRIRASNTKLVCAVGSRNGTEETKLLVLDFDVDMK
TEAD-YAP inh – TEAD-YAP interaction inhibition; HEK-TIYL cells, TEAD-Gal4/YAP UAS-luciferase luminescence; 1.4% of 640,000 active; inhibition, % at 9.12 µM; in the data active = inhibition above about 32%;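 also: 0% = median of test compound wells and 100% = reference inhibitor wells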
The depositor's hits bear a star.

SMILES	MITF primary	GPR151 ag	FBW7 activator	TEAD-YAP inh
CC(NC(=O)C1(C)CC1(Cl)Cl)C1CCCO1 (centres undefined)	6	0.5	0.0	2
Oc1ccccc1Nc1nc(NC2CCCC2)c2ccccc2n1	0	0.7	-0.4	15
Cc1c(C(=O)Nc2ccc(F)cc2)sc2ncn(CC(=O)N3CCCCC3)c(=O)c12	1	-1.3	0.1	5
COc1cccc(/C=C2\C(=O)Nc3cccc(Cl)c32)c1	6	0.4	0.1	-4
N#C/C(=C\c1c(Oc2ccccc2F)nc2ccccn2c1=O)C(=O)NCc1ccco1	0	-6.3	-0.1	-1
Cc1cccc(NC(=O)CCS(=O)(=O)c2ccc(Br)cc2)n1	10	0.9	0.4	-4
CC(NC(=O)NC(C(F)(F)F)C(F)(F)F)c1ccccc1 (centres undefined)	3	-1.0	1.0	-8
CCCNC(=O)Cn1cnc2sc(C(=O)Nc3cccc(Cl)c3)c(C)c2c1=O	-3	0.3	-0.1	-5
COc1ccccc1/C=N/NC(=O)c1cccc(C)c1	-7	-1.1	0.0	-22
NC(=O)c1cccc(N2C(=O)C=CC2=O)c1	-7	1.3	-0.1	7
O=C(NC1CC1)c1ccc(-c2nc(NCCOc3ccccc3)c3ncn(-c4ccsc4)c3n2)cc1	5	1.5	0.2	8
CCCCCCOC(=O)c1ccc(OC(=O)c2cccc(C(=O)OC(C)C)n2)cc1	-9	1.3	-0.1	-34
O=C1N[C@@H](Cc2ccc(O)cc2)C(=O)N2C[C@@H](NCc3cnn(-c4cccc(Cl)c4)c3)C[C@@H]12	8	0.1	0.9	-10
COc1ccc(-c2nnc(-c3sc4cc(C)ccc4c3Cl)o2)cc1	-4	1.9	-0.2	-1
NS(=O)(=O)c1ccc(NC(=O)c2cc3c(s2)-c2ccccc2S(=O)(=O)C3)cc1	4	0.9	0.2	1

Looked up above.
Cc1cccc(NC(=O)CCS(=O)(=O)c2ccc(Br)cc2)n1 – MITF primary: 10
COc1ccccc1/C=N/NC(=O)c1cccc(C)c1 – FBW7 activator: 0.0
CCCNC(=O)Cn1cnc2sc(C(=O)Nc3cccc(Cl)c3)c(C)c2c1=O – FBW7 activator: -0.1

Back to the main list with the two entries that preceded the break.
SMILES	MITF primary	GPR151 ag	FBW7 activator	TEAD-YAP inh
COc1ccc(-c2nnc(-c3sc4cc(C)ccc4c3Cl)o2)cc1	-4	1.9	-0.2	-1
NS(=O)(=O)c1ccc(NC(=O)c2cc3c(s2)-c2ccccc2S(=O)(=O)C3)cc1	4	0.9	0.2	1
CCOC(=O)C(C)CN1CCN(CC(C)C(=O)OCC)CC1 (centres undefined)	-4	0.0	-0.2	2
COC(=O)c1ccc(NC(=O)CCn2cccc2)cc1	6	1.0	-0.2	-4
COc1ccc2cc(CCNC(=O)c3ccccc3[N+](=O)[O-])c(=O)[nH]c2c1	8	0.5	0.3	4
COCCNC(=O)/C(C#N)=C/c1ccc(OCc2ccc(F)cc2)c(Br)c1	7	4.5	0.0	-16
O=C(NCc1nc2ccccc2[nH]1)C1CCN(c2ccc(Nc3ccccc3)nn2)CC1	4	0.5	0.0	-15
CCCN1C(=O)/C(=C/c2cc(Br)c(O)c(OCC)c2)NC1=S	15	-0.6	0.0	-10
COc1ccc(C)cc1NC(=O)c1c(-c2ccccc2Cl)noc1C	-4	1.3	0.3	15
NC(=O)Cn1nc2c3ccc(Cl)cc3ncn2c1=O	-8	-0.9	0.0	-4
Cc1ccc(S(=O)(=O)C2(C(=O)N3CCCC(C)C3)CC2)cc1 (centres undefined)	5	-1.5	-0.1	-2
O=C(NCCc1ccc(O)cc1)c1ccnc(Nc2ccc3ncccc3c2)c1	2	2.0	0.2	-25
Cc1cc(Cl)ccc1OCCNC(=O)c1cncc(Br)c1	10	0.6	0.1	4
COc1ccc(C2CC(=O)C3=C(C2)Nc2ccccc2NC3c2cccc(OCc3ccccc3)c2)cc1 (centres undefined)	5	0.0	-0.1	14
CCCCSc1nnc(-c2ccc3[nH]c(C)c(C)c3c2)n1Cc1ccccc1	-5	-0.4	0.0	12
O=C(OCCN1C(=O)c2cccc3c(N4CCOCC4)ccc(c23)C1=O)c1cccc(Cl)c1	-7	4.6	0.1	-8
Brc1cccc(-c2nnc(CN3CCc4ccccc4C3)o2)c1	-4	0.4	-0.1	9
C=CCn1c2ccccc2c2nnc(SCC(=O)OCC)nc21	9	-0.5	0.5	2
CC(C)(C(=O)NCc1ccco1)c1ccccc1	0	0.5	-0.2	-1
Cc1nc(NCCNC(=O)Nc2ccc3c(c2)OCCO3)cc(N2CCCC2)n1	-2	0.2	-0.1	-5
COC(=O)c1c(C(=O)OC)c(-c2cc(Cl)cc(Cl)c2)n2c1CS(=O)C2 (centres undefined)	7	1.3	0.5	-1
Cc1cc(C(=O)O)c2c(C)nn(-c3ccccc3)c2n1	2	3.7	-0.1	1
CCOc1ccccc1-n1cccc1/C=C1/C(=O)NC(=O)N(Cc2ccco2)C1=O	19	1.0	-0.6	-14
O=C(/C=C/c1ccco1)Nc1ccc(F)c(F)c1F	13	-3.8	0.1	-49
CCc1cccc(NC(=O)Cn2c(=O)c3cccn3c3ccccc32)c1	-1	-0.5	-0.1	-4
Cc1cc2ncn(S(=O)(=O)c3ccccc3[N+](=O)[O-])c2cc1C	6	1.1	0.0	5
CCOC(=O)C(=CNc1cc(Cl)ccc1OC)C(=O)OCC	38	0.0	1.2	10
CC1(C)CC(=O)c2cc(C(=O)NCCO)c(=O)n(-c3ccccc3)c2C1	15	-0.1	0.0	-8
O=C(O)COCC(=O)N1CCC(c2nc(-c3cccnc3)no2)CC1	-10	1.1	0.0	-10
c1ccc(Cn2cc(-c3ccncn3)cn2)cc1	7	-1.5	0.1	-5
COc1ccc(CNCCN(C)C)cc1OC	11	-1.0	0.3	8
COc1cccc(C(=O)N2CCN(C(=O)c3cccs3)CC2)c1	18	0.7	1.6	3
Cc1cc(C)c(NC(=O)C2CCCN2CCC(C)C)c(C)c1 (centres undefined)	-1	-0.3	0.0	5
COc1ccc(CN2CCN(CCC(C)C)C(CCO)C2)cc1Cn1cccn1 (centres undefined)	-1	1.8	0.0	4
CCN(CC)C(=O)/C(=C\c1ccco1)NC(=O)c1ccc(C)cc1	8	0.1	0.3	7
COCCNc1ccc2ncc(-c3cccc(Br)c3)n2n1	1	1.4	0.8	18
O=c1c2ccccc2nc(-c2ccccc2F)n1NCc1ccc(OC(F)F)cc1	-9	-0.3	0.0	5
CCOC(=O)c1c(-c2ccccc2)c2cc(Cl)ccc2[nH]c1=O	6	-0.8	0.1	0
CC(C)(C)OC(=O)NC1CCN(C(=O)Nc2ccc(F)cc2)CC1	-3	-0.2	-0.4	-1
CCN(CCN(C)C)C1CCc2c(sc3ncn(Cc4ccccc4OC)c(=O)c23)C1 (centres undefined)	-6	-0.1	-0.1	1
Cc1ccc(S(=O)(=O)NC(C(=O)O)C(C)O)cc1 (centres undefined)	10	1.4	0.0	3
CC(C)CC(=O)Nc1nnc(C2CCCCC2)s1	-2	-0.6	0.1	-21
COc1ccc(C)cc1Nc1nnc(C)c(=O)[nH]1	14	-0.4	0.2	18
Fc1ccc(N=c2scc(-c3ccc(-c4ccccc4)cc3)n2CCc2ccccc2)cc1	13	-0.3	0.3	-5
CCOc1ccc(-n2c(=S)sc3c2nc(SCC(=O)Nc2ccc(OC)cc2OC)n2c4ccccc4nc32)cc1	0	0.1	0.6	-2
COc1cccc(-c2nc(CS(=O)CC(=O)NCCc3ccccc3)c(C)o2)c1 (centres undefined)	2	0.1	1.2	-11
COc1ccc(C(=O)NCCOC(C)C)cc1OC1CCN(C(C)=O)CC1	3	-0.8	0.2	4
Cc1ccc(-c2c(N3CCC(N4CCCCC4)CC3)c(=O)c2=O)cc1C	-4	-0.2	-0.1	-1
COCCc1nnc(NC(=O)Cc2ccccc2)s1	12	-1.2	0.0	3
CCC(C(=O)NCCC(C)C)n1c2ccccc2c2nc(=O)cc(C)n21 (centres undefined)	9	1.3	0.9	6
CC(C)(C)OC(=O)N1CC=C2C(C1)C(c1cccc(F)c1)C(C#N)=C(N)C2(C#N)C#N (centres undefined)	12	0.8	0.0	11
Cc1cc(C)c(C#N)c(SCCN2CCCCC2)n1	-2	0.0	0.1	-5
CCc1ccc(-n2c(=S)sc3c(=O)n(-c4ccc(F)cc4)c(SCC(=O)Nc4ccc(C)cc4)nc32)cc1	12	-0.2	0.1	-2
COc1ccc(OC)c(C(C)NC(=O)c2cccc3ccccc23)c1 (centres undefined)	-7	0.0	-0.2	2
COC(=O)c1ccc(OC(=O)c2ccc(C)c(S(=O)(=O)N3CCCCC3)c2)cc1	-9	1.0	0.0	8
COC(=O)CSc1nnc(-c2cccnc2)n1C	10	0.2	1.9*	2
CCOCCCNCc1c(C(=O)O)n(Cc2ccccc2F)c2ccccc12	7	1.2	-0.1	11
CCOC(=O)c1c(NC(=O)c2cccc(F)c2)sc(C(=O)Nc2ccccc2OC)c1C	6	0.6	-0.3	4
C=CCOC(=O)C1=C(C)NC2=C(C(=O)CC(C)(C)C2)C1c1ccc(CC)cc1 (centres undefined)	-4	1.8	0.2	0
CCc1c(C)nc(N)n2c(SCC(=O)N3C(C)CCCC3C)nnc12 (centres undefined)	7	-0.6	0.0	14
COCCNc1ccnc2c(-c3ccc(N4CCN(C)CC4)nc3)cnn12	26	-0.3	0.7	-51
CCOc1cc(C2Nc3ccccc3C(=O)N2c2ccc(OC)cc2)ccc1O (centres undefined)	-9	-3.8	0.1	-27
Continued:
SMILES	MITF primary	GPR151 ag	FBW7 activator	TEAD-YAP inh
CC1=C(C(=O)OCC2CCCO2)C(c2cccc(Br)c2)C2=C(CC(C)(C)CC2=O)N1 (centres undefined)	12	-0.8	0.1	1
O=C(COc1ccc2ccccc2c1)N1CCN(S(=O)(=O)c2ccc(Cl)cc2)CC1	3	0.7	-0.2	-7
Cc1cc(SCC(=O)N2CCCc3ccccc32)nc(=O)[nH]1	-13	-0.1	-0.1	-11
CN(C)c1ccc(C(=O)NCc2ccc3c(c2)CCO3)cc1	-5	-0.2	1.1	-3
CCN1CCN(S(=O)(=O)c2c(F)cccc2F)CC1	-5	2.3	0.6	0
CC(C)(O)C#Cc1ccccc1C(=O)NC(CSCc1ccccc1)C(=O)O (centres undefined)	6	0.0	0.1	5
CN(C)N1C(N)=C(C#N)C(c2ccc3c(c2)OCO3)C2=C1CCCC2=O (centres undefined)	-11	-0.3	0.0	-7
COC(=O)C1=C(O)/C(=C\c2ccc([N+](=O)[O-])cc2)N=C1C	-6	0.1	0.5	-6
N#Cc1ccccc1NC(=O)CSc1ccc(F)cc1	-19	0.3	-0.1	1
O=[N+]([O-])c1cc(C(F)(F)F)ccc1N1CCN(c2ccc3nonc3c2[N+](=O)[O-])CC1	3	1.1	-0.1	6
Cc1ccc2nc(SCc3ccccc3Cl)[nH]c2c1	6	0.0	0.0	-64
CCOc1ccc(/C=C(\C#N)c2nc(-c3ccccc3)cs2)cc1	14	0.7	0.0	10
Cc1ccc(C(=O)NNC2=C(C(=O)C(F)(F)F)CCC2)o1	-2	-7.1	0.2	-16
Cc1cnc(NC(=O)Cc2ccc(Br)cc2)s1	11	-0.7	0.1	12
COC(=O)c1c(NC(=O)c2ccc(Cl)c([N+](=O)[O-])c2)sc2c1CCCC2	-5	0.1	-0.1	2

Rewritten bar-delimited: part of the list above
compound | MITF primary | GPR151 ag | FBW7 activator | TEAD-YAP inh
NC(=O)c1cccc(N2C(=O)C=CC2=O)c1 | -7 | 1.3 | -0.1 | 7
Cc1ccc2nc(SCc3ccccc3Cl)[nH]c2c1 | 6 | 0.0 | 0.0 | -64

Going on with the list.
SMILES	MITF primary	GPR151 ag	FBW7 activator	TEAD-YAP inh
CCN(CC)CCN1C(=O)C(=O)/C(=C(\O)c2ccc(F)cc2)C1c1ccco1 (centres undefined)	12	0.1	0.2	5
COc1ccc(C(=O)CCC(=O)NCC2CC(Cc3cccc(F)c3)=NO2)cc1 (centres undefined)	6	0.5	-0.1	3
O=C(Nc1cccc(-c2nc3cccnc3s2)c1)C(F)(F)F	-4	-0.5	-0.2	-33
O=C(CSc1nnc(-c2cccnc2)n1Cc1ccccc1)NCc1ccccc1	7	0.5	-0.1	-11
CNC(=O)COC(=O)c1ccccc1Oc1ccccc1	-11	-1.8	-0.1	-11
COc1ccccc1-c1cnc2c(NCc3cccs3)nccn12	-15	0.5	-0.2	-53
CC(=O)NC(CC(C)C)c1nnc2n1CCN(Cc1ccsc1)CC2 (centres undefined)	6	2.8	-0.1	0
CCOc1ccc(NC(=O)Cn2cnc3c(cnn3-c3ccc(C)c(C)c3)c2=O)cc1	22	-0.1	0.1	19
O=C(CSc1c2c(nc3ccccc13)CCCC2)NCc1ccco1	-6	0.5	-0.1	0
CCOC(=O)C1CCCN(Cc2nc(NCCCOC)c3cc(C)ccc3n2)C1 (centres undefined)	11	0.4	0.0	1
CCCOc1ccc(-c2ccc(C(=O)N3CCOCC3)cc2)cc1	11	-0.1	-0.1	-20

Full records from above:
`CCN(CC)CCN1C(=O)C(=O)/C(=C(\O)c2ccc(F)cc2)C1c1ccco1` (centres undefined) is listed with MITF primary: 12; GPR151 ag: 0.1; FBW7 activator: 0.2; TEAD-YAP inh: 5
`CCOC(=O)C1CCCN(Cc2nc(NCCCOC)c3cc(C)ccc3n2)C1` (centres undefined) is listed with MITF primary: 11; GPR151 ag: 0.4; FBW7 activator: 0.0; TEAD-YAP inh: 1

Assay outcomes: PubChem BioAssay, The Scripps Research Institute Molecular Screening Center
